Assay outcomes deposited in PubChem BioAssay by Sanford-Burnham Center for Chemical Genomics.
beta cell repl – induces beta-cell replication in MIN6 cells. hit rate 0.29% among 330,000. proliferation, % at 10 µM. MIN6 cells proliferation, ATPlite luminescence, 48 h; cells starved in 0.2% serum; 100% = growth in 10% serum;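 active means compounds whose signal lies at least 3.5 SD above the mean of all wells on their plate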;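 further: 0% = DMSO-treated cells in low-serum medium and 100% = 10% serum control; some compounds called inactive have numbers as strong as hits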
APOBEC3G inh – APOBEC3G (human) deaminase inhibition; Q9HC16; recombinant A3G, ssDNA deamination FAM/TAMRA fluorescence; inhibition, % at 20 µM; hit rate 0.28% among 330,000;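 active means inhibition of at least 40% at 20 µM, with no more than 30% in the related APOBEC3A deaminase screen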;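 further: plate controls were DMSO wells with A3G for no effect and wells lacking A3G enzyme for full effect; some compounds called inactive have numbers as strong as hits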
NALP3 yeast inh – NALP3 inhibition in yeast; Yeast reconstituted NLRP3/ASC/caspase-1, beta-gal luminescence, 24 h; hit rate 0.39% among 330,000; inhibition, % at 10 µM;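 active means inhibition of 50% or more; inactive means inhibition below 50%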;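 further: plate controls were induced DMSO wells for no effect and uninduced yeast grown without galactose for full effect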
hIAP block – blocks human intestinal alkaline phosphatase; P09923; purified IAP, CDP-Star luminescence, 30 min; inhibition, % at 10 µM; hit rate 0.12% among 330,000;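 active means inhibition reaching a set limit with compound at 10 µM in the primary screen, cut at about 35% in these data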;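 further: plate controls were DMSO wells with enzyme for no effect and no-enzyme buffer wells for full effect; values of inactives mirror those of a sister screen read the other way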
Target sequence (P09923 whole entry, looked up): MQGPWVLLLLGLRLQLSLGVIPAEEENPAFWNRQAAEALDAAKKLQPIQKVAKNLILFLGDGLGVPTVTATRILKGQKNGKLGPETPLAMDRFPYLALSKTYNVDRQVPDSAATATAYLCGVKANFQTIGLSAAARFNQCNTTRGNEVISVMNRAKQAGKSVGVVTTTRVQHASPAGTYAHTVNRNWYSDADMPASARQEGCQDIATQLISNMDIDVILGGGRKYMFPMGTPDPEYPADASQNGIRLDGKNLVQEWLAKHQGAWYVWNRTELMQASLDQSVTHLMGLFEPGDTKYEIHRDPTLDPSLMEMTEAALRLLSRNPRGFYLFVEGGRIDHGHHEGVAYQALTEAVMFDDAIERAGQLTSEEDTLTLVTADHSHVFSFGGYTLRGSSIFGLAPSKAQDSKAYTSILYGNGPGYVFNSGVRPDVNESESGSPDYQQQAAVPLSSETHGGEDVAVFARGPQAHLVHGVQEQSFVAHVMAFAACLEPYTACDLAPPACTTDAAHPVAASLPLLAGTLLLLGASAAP
SENP1 FRET inh – inhibitors of human SENP1 SUMO protease catalytic domain; Q9P0U3; recombinant SENP1 catalytic domain, CyPet-SUMO1-YPet FRET cleavage; inhibition, % at 10 µM; hit rate 0.21% among 360,000; AID 624204;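 active means inhibition at least 30% at 10 µM, raw YFP signal under a set limit, fluorescence ratio 0.5 to 1.5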;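 further: 0% = enzyme with DMSO and 100% = no enzyme wells; some results filed as inactive read as strong as hits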
Target sequence (Q9P0U3 419-644 limits assumed): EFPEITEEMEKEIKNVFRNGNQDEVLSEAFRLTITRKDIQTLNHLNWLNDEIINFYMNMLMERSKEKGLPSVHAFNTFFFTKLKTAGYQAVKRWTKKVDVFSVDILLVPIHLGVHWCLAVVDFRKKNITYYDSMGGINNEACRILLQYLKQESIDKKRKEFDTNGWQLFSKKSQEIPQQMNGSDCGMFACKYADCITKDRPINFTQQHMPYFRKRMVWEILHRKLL
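System: Recombinant human SENP1 catalytic domain, His6-tagged | Incubation: Enzyme reaction for 50 min at room temperature, dark | Medium: Tris pH 8 with BME, BSA, NP40 and catalase | Also added: 25 nM SUMO1 FRET substrate | Compound: 10 µM single point, 0.5% DMSO | Measured by: FRET fluorescence in CFP and YFP emission channels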
mIAP inh – blocks mouse intestinal alkaline phosphatase; purified mouse IAP, CDP-Star luminescence, 30 min; inhibition, % at 10 µM; hit rate 0.2% among 330,000;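 active means inhibition of at least 40% at 10 µM in the primary screen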;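 further: plate controls were DMSO with enzyme for no effect and no enzyme wells for full effect; values of inactives mirror those of a sister screen read the other way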
A3A deaminase – blocks human APOBEC3A ssDNA deamination | P31941 | inhibition, % at 20 µM | AID 493011 | hit rate 0.41% among 330,000 | recombinant A3A, FAM/TAMRA ssDNA deamination fluorescence;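 active means at least 40% inhibition at 20 µM here, with at most 30% in a related deaminase screen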;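 further: plate controls were A3A with DMSO for no effect and wells lacking A3A enzyme for full effect; some results filed as inactive read as strong as hits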
Target sequence (P31941 whole entry, looked up): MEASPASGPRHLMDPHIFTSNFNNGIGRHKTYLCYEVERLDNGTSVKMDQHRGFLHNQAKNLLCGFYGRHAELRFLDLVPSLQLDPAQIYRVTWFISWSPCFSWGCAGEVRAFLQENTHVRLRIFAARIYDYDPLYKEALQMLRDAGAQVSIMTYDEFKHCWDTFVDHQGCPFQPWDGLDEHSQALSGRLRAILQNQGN
hIAP activ – human IAP activation. purified human IAP, CDP-Star luminescence, 30 min; active compounds read high; 1 = vehicle-only enzyme, 0 = enzyme-free background. P09923. AID 2524. activation factor at 10 µM. hit rate 0.16% among 330,000;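 active means activation factor of the enzyme at least 2-fold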; further: the source names both 10 and 20 µM as test concentration; values of inactives mirror those of a sister screen read the other way
mIAP activ – mouse IAP activation; AID 2805; activation factor at 10 µM; muIAP, CDP-Star luminescence, 30 min; active compounds read high; 1 = vehicle-only enzyme signal, 0 = enzyme-free wells; hit rate 0.24% among 330,000;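 active means activation factor of at least 2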; further: the source names both 10 and 20 µM as test concentration; values of inactives mirror those of a sister screen read the other way
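also added = chemiluminescent substrate CDP-Star | test system = mouse IAP enzyme | signal = chemiluminescence readout | compound = DMSO-dissolved test compounds | incubation = 30 min at room temperature | benchmarks = DMSO wells, no-enzyme wells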
* = called active by the depositor. This is a subset (hit frequency here may not be typical).

SMILES	beta cell repl	APOBEC3G inh	NALP3 yeast inh	hIAP block	SENP1 FRET inh	mIAP inh	A3A deaminase	hIAP activ	mIAP activ
Cc1ccc(C(=O)Nc2nc3n(n2)C(c2ccccc2)CC(=O)N3)cc1 (stereo not given)	-0.1	-5.4	12.1	1.8	1.9	7.2	-3.1	0.982	0.928
CCCn1c(SCC(=O)Nc2cccc(S(=O)(=O)NC3=NCCCCC3)c2)nc2ccccc2c1=O	-0.5	-1.4	13.9	4.8	-0.5	-9.5	1.4	0.952	1.09
Cc1nc(C(=O)NNC(=O)c2ccc(Cl)cc2)cs1	-3.4	-7.7	-19.1	-68.9	1.6	7.4	-0.2	1.69	0.926
Cc1cc(NC(=O)Cn2cnc3c2c(=O)n(C)c(=O)n3C)n(-c2ccccc2)n1	-3.2	-6.7	-12.4	-3.0	0.2	-2.3	-4.2	1.03	1.02
NC(=S)N(c1ccccc1)c1ccccc1	-5.1	-1.9	9.5	-14.5	2.4	0.5	3.6	1.15	0.995
Cc1ccc(C)c(SCC(=O)NC(=O)NC2CCCC2)c1	-3.0	-4.9	26.5	2.2	3.2	5.5	-2.4	0.978	0.945
N#Cc1ccc(C23CC4(C2)[C@H](CN(Cc2ccc(C(F)(F)F)cc2)[C@@H]4c2ccccc2)C3c2ccccc2)cc1 (stereo not given in full)	-5.7	7.2	2.8	-4.3	-6.1	-3.1	1.1	1.04	1.03
Cc1cccc(NC(=O)c2cccc(S(=O)(=O)Nc3ccccc3C(=O)O)c2)c1	-0.8	-8.9	31.9	9.4	0.8	-0.3	-0.2	0.906	1
Cc1cc2occ(CC(=O)N(C)CC(=O)Nc3c(C)cccc3C)c2cc1C	-1.0	9.9	8.6	-23.9	-3.2	-1.3	20.3	1.24	1.01
O=C(O)c1cccc(NC(=O)c2ccc(Cl)c(S(=O)(=O)N3CCCCCC3)c2)c1	-1.0	1.7	7.7	2.3	2.3	13.6	-0.4	0.977	0.864
O=C(NCCCN1CCN(c2ccccc2F)CC1)C1CCC(=O)N1C1CCCCC1 (stereo not given)	0.3	-0.5	8.0	-1.2	2.5	2.6	-3.9	1.01	0.974
CCC(=O)Nc1ccc(S(=O)(=O)NCC2CCCO2)cc1 (stereo not given)	-3.0	1.2	7.0	-10.7	-0.1	7.3	1.5	1.11	0.927

The list goes on, starting with the last two of the part before.
SMILES	beta cell repl	APOBEC3G inh	NALP3 yeast inh	hIAP block	SENP1 FRET inh	mIAP inh	A3A deaminase	hIAP activ	mIAP activ
O=C(NCCCN1CCN(c2ccccc2F)CC1)C1CCC(=O)N1C1CCCCC1 (stereo not given)	0.3	-0.5	8.0	-1.2	2.5	2.6	-3.9	1.01	0.974
CCC(=O)Nc1ccc(S(=O)(=O)NCC2CCCO2)cc1 (stereo not given)	-3.0	1.2	7.0	-10.7	-0.1	7.3	1.5	1.11	0.927
CN(Cc1ccc(Cl)cc1)C(=O)c1ccc(S(=O)(=O)NCc2ccco2)cc1	-1.1	-8.1	10.5	15.6	1.6	-0.5	-3.0	0.844	1
O=C(CCCO)CCCCCCCCC[C@H]1N[C@H](CO)[C@@H](O)[C@@H]1O	-1.2	-7.2	9.4	11.7	-2.7	4.8	2.1	0.883	0.952
CCOc1ccc(C(=O)Nc2cccc(-n3cnnn3)c2)cc1OCC	-0.7	-4.4	8.5	-31.3	0.5	1.5	-1.8	1.31	0.985
CC1CC(CCN)(c2ccccc2)C(C)CN1C (stereo not given)	-2.0	-3.6	-2.7	18.9	-1.4	-10.0	0.6	0.811	1.1
Cc1cc2[nH]cnc2c([N+](=O)[O-])c1C	-0.1	-3.7	9.8	-20.0	-0.3	-18.5	-5.9	1.2	1.19
O=C(Nc1ccncc1)c1ccc(NS(=O)(=O)c2ccc3[nH]c(=O)[nH]c3c2)cc1	-2.8	1.8	8.6	12.1	0.2	1.4	-3.1	0.879	0.986
O=C1C2C3C=CC(C2C(=O)N1C1CCCCC1)C1C(=O)N(C2CCCCC2)C(=O)C31 (stereo not given)	-3.4	-5.0	6.6	-19.0	1.9	-2.1	-10.1	1.19	1.02
CCN1CCN(C(=O)C(C)Nc2ccc(OC)cc2OC)CC1 (stereo not given)	-2.3	-4.8	4.1	21.4	5.9	10.3	0.0	0.786	0.897
O=C(Nc1cccc(C(=O)O)c1)/C(=C/c1ccccc1)NC(=O)c1cccc(Br)c1	0.1	1.0	-6.4	-7.8	1.6	-1.1	1.8	1.08	1.01
NC(=O)[C@@H]1CCCN1Cc1nc(Cc2cccc(C(F)(F)F)c2)no1	-3.7	-3.1	4.1	-0.4	-0.8	3.8	-1.4	1	0.962
O=C(Nc1ccc(Oc2ccccc2)cc1)N[C@@H](Cc1ccccc1)C(=O)O	-4.7	-2.1	-3.6	-0.9	0.0	4.1	-0.4	1.01	0.959
Cc1ccccc1C(=O)N1CCN(c2nc(N3CCOCC3)nc(N3CCOCC3)n2)CC1	-2.5	34.0	3.9	-27.6	0.1	7.1	83.8	1.28	0.929
O=C(CCNC(=O)c1ccccc1Cl)Nc1nc2ccccc2[nH]1	1.7	-4.0	2.4	-18.2	3.6	8.2	-3.6	1.18	0.918
Cc1ccc2cc(CCNC(=O)c3ccco3)c(=O)[nH]c2c1C	-2.8	-4.8	14.2	-2.7	1.0	2.1	0.0	1.03	0.979
O=C(Nc1nnc(-c2ccccc2)o1)Nc1ccc(F)cc1F	-1.5	-6.7	21.3	-6.5	0.2	0.5	-2.2	1.06	0.995
Cn1nc(-c2ccccc2)c(C(O)c2ccc(Cl)cc2)c1Cl (stereo not given)	-2.5	-5.3	29.0	-14.1	2.6	-7.5	-4.8	1.14	1.07
COc1cccc(NC(=O)CN(C2=NC3CS(=O)(=O)CC3S2)c2cccc(C)c2)c1 (stereo not given)	-3.8	-6.5	3.5	2.6	-0.9	1.6	-7.2	0.974	0.984
O=C(Cn1cc([N+](=O)[O-])cn1)Nc1nc2ccccc2s1	-2.3	8.1	1.8	-2.5	0.4	9.6	2.4	1.02	0.904
CCC(C)(C(=O)NC1CCCCC1)N(Cc1ccco1)C(=O)c1ccccn1 (stereo not given)	0.7	-7.4	-3.2	7.3	1.5	2.4	-5.2	0.927	0.976
N#Cc1nc(Cc2ccccc2)oc1N1CCN(c2cccc(Cl)c2)CC1	-3.2	-5.9	10.4	1.8	1.8	-4.9	-2.8	0.982	1.05
c1cncc(-c2nc(NCc3ccco3)c3ccccc3n2)c1	-0.2	3.7	5.5	15.1	-1.1	18.2	5.6	0.849	0.818
CC(CCO)Nc1nc2c([nH]1)c(=O)n(C)c(=O)n2C (stereo not given)	-2.5	-4.8	8.2	-61.0	1.9	-4.9	-6.4	1.61	1.05
O=C(Nc1nccs1)c1nc(-c2ccccc2)n(-c2ccccc2)n1	0.5	-4.9	-6.5	-6.1	-1.8	5.5	-3.0	1.06	0.945
NCCCn1cnc2ccccc21	-1.4	-11.5	27.4	-14.2	0.5	1.7	-3.8	1.14	0.983
CCN(CC(=O)Nc1cc(Cl)ccc1C)C(=O)C1COc2ccccc2O1 (stereo not given)	-7.7	-6.9	30.6	4.2	-1.3	-0.9	5.3	0.958	1.01
O=c1oc2cc(O)c(Cl)cc2c2ccccc12	0.0	-8.1	46.6	9.3	34.8	4.1	-3.6	0.907	0.959
Cc1ccc(S(=O)(=O)N2CCCN(C(=O)CNC(=O)c3ccccc3)CC2)cc1	-2.4	1.3	4.0	-31.2	0.7	-2.3	1.5	1.31	1.02
Cn1cc(S(=O)(=O)N2CCC(Cc3ccccc3)CC2)c(=O)n(C)c1=O	8.6	-1.6	17.5	12.9	1.5	-6.3	-2.8	0.871	1.06
N/C(=N\NC(=O)c1ccc(Cl)cc1)c1cnccn1	-0.3	1.2	13.4	5.2	1.2	14.8	2.1	0.948	0.852
CCn1cc(C(=O)NCc2ccc3c(c2)OCO3)c2cc(OC)c(OC)cc2c1=O	0.0	-3.4	17.0	1.8	0.5	-7.9	-2.7	0.982	1.08
CCNc1cccc2c1C(=O)N(C)C2=O	-2.0	-4.7	10.1	4.6	-31.4	-9.2	7.7	0.954	1.09
COC(=O)N/C(C)=C1/NC(=O)c2ccccc2C(c2ccccc2)N1 (stereo not given)	-4.2	-3.4	16.2	-0.3	0.0	2.7	0.3	1	0.973
CCOCCCNC(=O)c1cn(C)c(=O)c2cc(OC)c(OC)cc12	-0.6	-1.1	7.9	0.1	1.6	2.4	1.0	0.999	0.976
COc1ccc(NC(=O)CNC(=O)c2nn(-c3ccc(OC)c(Cl)c3)c(=O)c3ccccc23)c(OC)c1	-5.5	-4.7	8.1	9.9	-0.3	-1.0	-0.9	0.901	1.01
CC1CCCC(C)N1C(=O)COC(=O)c1cc(S(=O)(=O)N2CCOCC2)ccc1Cl (stereo not given)	1.2	-9.5	-3.0	-7.5	2.9	-3.9	1.4	1.07	1.04
COc1ccc2c3c(c(=O)oc2c1OCC(N)=O)CCCC3	1.9	1.6	-5.3	1.6	2.0	-0.8	0.5	0.984	1.01
COc1ccc(Nc2nc(-c3ccccc3O)nc3ccccc23)cc1	-6.9	-6.8	21.6	11.4	3.2	1.3	-2.2	0.886	0.987
O=C(c1cccs1)N1CCC(c2nc3c(nnn3Cc3cccc(Cl)c3)c(=O)[nH]2)CC1	1.3	-1.2	4.4	10.7	0.9	-1.5	2.0	0.893	1.01
CCc1nc(SCC(=O)N2CCCC2)c2c(=O)n(C)c(=O)n(C)c2n1	2.3	1.1	-6.5	-15.5	3.4	-3.0	-8.0	1.16	1.03
COc1ccc(CCN=C(N)NS(=O)(=O)c2cccs2)cc1OC	1.5	-5.3	21.5	-9.4	2.8	-1.8	-1.9	1.09	1.02
O=C(Nc1cccnc1)c1ccc(Cl)c(S(=O)(=O)N2CCCCC2)c1	-2.8	-4.3	4.1	-5.7	-1.1	-1.5	0.1	1.06	1.01
CC1(C)SC(=S)N(/N=C/c2ccc(O)cc2)C1N(O)C(=O)Nc1ccc([N+](=O)[O-])cc1 (stereo not given)	-4.5	-8.9	-0.8	-5.4	1.5	-0.3	-2.8	1.05	1
CCn1cc(C(=O)NCc2ccco2)c(=O)c2cc(S(=O)(=O)N3CCCC3)ccc21	-2.8	-4.5	13.9	1.6	1.6	-3.0	0.4	0.984	1.03
Cc1cc(C)cc(NC(=O)COC(=O)c2cc(C)oc2C)c1	1.4	-5.5	10.8	-10.1	0.5	-17.6	-1.4	1.1	1.18
CCN(Cc1ccccc1)CC(O)COc1ccccc1 (stereo not given)	-2.5	-8.4	17.5	-9.5	-0.4	-9.1	-6.0	1.09	1.09
CC1=CC(=C(C#N)c2nc3ccccc3s2)C=C(C)N1c1ccc(F)cc1	-3.4	-9.6	11.0	28.2	-25.3	5.3	-5.3	0.718	0.947
COc1ccc(CC(=O)NC2CCS(=O)(=O)C2)cc1 (stereo not given)	-2.4	1.4	12.1	-17.6	4.4	-2.8	0.4	1.18	1.03
CCCc1[nH]n(-c2ccc([N+](=O)[O-])cc2)c(=O)c1C=NCCCn1ccnc1	-0.3	-6.2	18.4	-6.7	0.5	9.4	-0.8	1.07	0.906
